High-throughput results deposited in PubChem BioAssay by several laboratories.
SUMO1 PPI mod – modulators of human SUMO1-mediated protein-protein interactions. P63165. SUMO1 binding to a labelled peptide, TR-FRET, 1 h. inhibition, % at 20 µM. actives 0.33% (n = 360,000). AID 602429; in the data active = inhibition above about 37%
DNMT1 block – blocks human DNA methyltransferase DNMT1. DNMT1 molecular beacon, Hinp1I cleavage, fluorescence. inhibition (reported as % activation of signal), % at 10 µM. actives 0.83% (n = 360,000). AID 588458; in the data active = inhibition above about 50%
Target sequence (P26358 504-1616 limits assumed): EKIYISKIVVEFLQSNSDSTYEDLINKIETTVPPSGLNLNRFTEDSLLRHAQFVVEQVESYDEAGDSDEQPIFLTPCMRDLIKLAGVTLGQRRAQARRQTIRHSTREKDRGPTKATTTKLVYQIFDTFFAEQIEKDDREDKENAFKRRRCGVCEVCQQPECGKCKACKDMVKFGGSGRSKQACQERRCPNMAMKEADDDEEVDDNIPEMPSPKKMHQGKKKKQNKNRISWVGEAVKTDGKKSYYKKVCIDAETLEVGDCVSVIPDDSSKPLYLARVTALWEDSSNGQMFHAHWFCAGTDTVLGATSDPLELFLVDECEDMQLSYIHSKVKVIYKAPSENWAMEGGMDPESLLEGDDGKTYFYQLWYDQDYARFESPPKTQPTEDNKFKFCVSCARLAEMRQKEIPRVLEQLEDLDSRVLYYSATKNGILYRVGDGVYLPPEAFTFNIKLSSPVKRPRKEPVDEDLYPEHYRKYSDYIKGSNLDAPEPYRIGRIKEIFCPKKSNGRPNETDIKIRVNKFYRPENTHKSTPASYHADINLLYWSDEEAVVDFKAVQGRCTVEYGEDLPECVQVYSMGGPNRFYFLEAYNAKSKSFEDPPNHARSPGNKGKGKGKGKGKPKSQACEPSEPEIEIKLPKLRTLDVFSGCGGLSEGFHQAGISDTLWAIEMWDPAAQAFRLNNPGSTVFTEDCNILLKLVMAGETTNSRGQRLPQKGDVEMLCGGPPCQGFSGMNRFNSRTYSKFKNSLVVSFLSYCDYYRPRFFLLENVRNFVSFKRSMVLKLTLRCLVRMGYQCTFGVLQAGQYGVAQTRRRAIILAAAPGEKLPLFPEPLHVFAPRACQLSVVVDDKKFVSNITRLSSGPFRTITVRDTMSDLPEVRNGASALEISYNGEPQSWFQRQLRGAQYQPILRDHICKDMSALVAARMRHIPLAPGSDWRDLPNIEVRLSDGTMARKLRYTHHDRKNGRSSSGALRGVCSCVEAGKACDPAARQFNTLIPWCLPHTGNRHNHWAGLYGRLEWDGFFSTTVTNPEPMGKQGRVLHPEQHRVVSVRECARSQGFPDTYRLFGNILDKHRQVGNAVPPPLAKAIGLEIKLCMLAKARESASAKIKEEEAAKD
MsrA inhibitor – bovine MsrA inhibition; inhibition, % at 15.5 µM; purified bovine MsrA, absorbance read-out; actives 0.75% (n = 360,000); AID 651718; in the data active = inhibition above about 4.5%;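 also: 0% = vehicle wells with enzyme and 100% = reference inhibitor wells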
Scp1 inh – Scp-1 (human) phosphatase inhibition | inhibition, % at 20 µM | Q9GZU7 | Recombinant Scp1, phosphopeptide, malachite green phosphate absorbance | actives 0.88% (n = 340,000);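 active = inhibition above about 50% at 20 µM, limit read from the data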;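 also: plate controls were DMSO wells with enzyme for no effect and wells lacking enzyme for full effect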
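System: truncated SCP-1 phosphatase (76-261aa); medium: Tris acetate buffer pH 5.5 with MgCl2 and Tween-20; incubation: 45 min room-temperature reaction, 5 min colour, 30 min stabiliser; compound: single 20 µM dose, 1% DMSO; reagent: Phosphorylated 17-residue peptide substrate; read-out: % inhibition at 20 µM; technique: colorimetric free-phosphate detection, absorbance 630 nm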
LMPTP inh – blocks human LMPTP phosphatase; P24666; recombinant LMPTP-A, OMFP fluorogenic substrate, fluorescence intensity; inhibition, % at 20 µM; actives 0.22% (n = 360,000); AID 651560;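 active = compounds that cut the enzyme signal by at least half of the control window in the single-dose screen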;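 also: plate controls were DMSO wells with enzyme plus substrate for no effect and substrate without enzyme for full effect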
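Test system: LMPTP-A phosphatase enzyme; input: 0.625 nM LMPTP-A final; reagent: OMFP substrate, 400 µM final; compound dosing: 20 µM single dose, 3% DMSO; incubation: 50 min dark incubation at room temperature; measured by: endpoint fluorescence intensity from OMFP dephosphorylation; measure: % inhibition relative to no-enzyme and uninhibited control wells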
CSN inh – inhibitors of human CSN-mediated cullin deneddylation; Q92905; Purified CSN, SCF-Nedd8-OG deneddylation, fluorescence polarization; inhibition, % at 12.5 µM; actives 0.38% (n = 360,000); AID 651999;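 active = pattern-corrected inhibition above about 35%, with an unprinted fluorescence ratio check between 0.5 and 1.5, limit read from the data, passing the limit was not always enough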;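 also: 0% = enzyme with substrate and 100% = substrate without enzyme; some results filed as inactive read as strong as hits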
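Material: purified human Csn5 enzyme expressed in HEK293T cells / Medium: Tris buffer pH 7.5, NaCl, DTT, Tween-20, trehalose, ovalbumin / Compound dosing: 12.5 µM single point / Schedule: 90 min incubation of compound, enzyme and substrate at room temperature / Signal: fluorescence polarization of the substrate / Control set: no-enzyme wells high, enzyme-with-substrate wells low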
NadD block – NadD (S. aureus) enzyme inhibition; inhibition, % at 20 µM; AID 602399; actives 0.78% (n = 360,000); purified NadD enzyme, colorimetric absorbance read-out; in the data active = inhibition above about 26%; also: some compounds past the cut are filed as inactive
STEP block – STEP (human) phosphatase inhibition | P54829 | recombinant STEP, OMFP fluorogenic substrate, fluorescence | inhibition, % at 20 µM | actives 0.25% (n = 360,000) | AID 588621;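 active = inhibition at 20 µM, scaled per plate between control wells, above about 37%, limit read from the data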;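 also: 0% = DMSO with enzyme and substrate and 100% = substrate only without enzyme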
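medium = Bis-Tris buffer pH 6.0, 2.5 mM DTT, 0.005% Tween 20 | test system = STEP (striatal-enriched tyrosine phosphatase) enzyme, cell-free | measure = normalized % inhibition | compound dosing = 20 µM, 1% DMSO | also added = 25 µM OMFP | schedule = reaction 20 min, ambient temperature | measured by = fluorescence read at 480 nm ex / 540 nm em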
Rpn11 block – inhibitors of human proteasome Rpn11. human 26S proteasome, Ub4-pepOG fluorescence polarization; 20S core pre-blocked with epoxomicin. calls only at 20 µM. actives 0.59% (n = 360,000). AID 588493;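 active = inhibition at 20 µM, scaled to each plate's controls, above about 33%, limit read from the data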
TbMetRS inhib – blocks T. brucei methionyl-tRNA synthetase activity | purified T. brucei MetRS, ATP depletion, Kinase-Glo luminescence | inhibition, % at 11.9 µM | actives 0.4% (n = 360,000) | AID 624268;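 active = inhibition above a per-plate cutoff of the control wells' mean inhibition plus 3 SD, cut at about 5.5% in these data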;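 also: 0% = DMSO wells median and 100% = median of wells with control inhibitor compound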
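Assay system: T. brucei methionyl-tRNA synthetase, purified | Medium: HEPES buffer with MgCl2, KCl, DTT, spermine, BSA, pyrophosphatase | Compound: 11.9 µM single point | Incubation: 15 min enzyme-compound preincubation, 2 h reaction, 10 min detection, 25 °C | Measured by: Kinase-Glo luciferase luminescence reporting remaining unconsumed ATP | Measure: % inhibition normalized to control-well medians | Replication: Singlicate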
Active calls of the source: *; i = inactive; . = no result given; + = active, no number. Rows are unselected, and some 3.9% of all compounds hit somewhere here.

SMILES | SUMO1 PPI mod | DNMT1 block | MsrA inhibitor | Scp1 inh | LMPTP inh | CSN inh | NadD block | STEP block | Rpn11 block | TbMetRS inhib
O=C1CCCN1CCCNS(=O)(=O)c1ccc(Cl)c(C(=O)N2CCOCC2)c1 | 2 | 10 | 0.2 | -4 | -0.9 | 0 | 1 | -3 | i | 0.8
CCN(CC)CCN(C(=O)c1ccc2ccccc2c1)c1nc2cc3c(cc2s1)OCO3 | -5 | 2 | -0.6 | 9 | 4.7 | 1 | -3 | 1 | i | -0.5
NC(=O)Cc1nc(-c2ccc([N+](=O)[O-])cc2)cs1 | -24 | -1 | 5.0* | -7 | 0.9 | 0 | -1 | -1 | i | 1.0
CCOC(=O)[C@@H]1[C@H]2COc3cc(OC)ccc3[C@H]2N2C(=O)N(c3ccc(C(F)(F)F)cc3)C(=O)[C@@]12C | 2 | 0 | 1.4 | -11 | -2.1 | -1 | -7 | 1 | i | 0.5
CCN(CC(=O)NCc1ccccc1Cl)CC(=O)Nc1c(F)cccc1F | 1 | 4 | -1.6 | -6 | -0.4 | 5 | -2 | 0 | i | -0.2
O=C(Nc1cccn2ncnc12)c1ccc(Cl)cc1Cl | 2 | 3 | 0.5 | 3 | -1.1 | 1 | 1 | 3 | i | -0.2
O=C(OCC(=O)N1CCCC1)c1ccc(S(=O)(=O)N2CCOCC2)cc1 | -1 | 1 | 1.4 | -2 | 1.9 | 1 | -3 | 1 | i | -0.8
O=C(CSc1nc2ccccc2s1)Nc1ccc(Cl)c(S(=O)(=O)N2CCOCC2)c1 | -2 | -15 | -0.1 | -7 | 0.2 | -7 | 1 | 3 | i | -0.5
CC(C)OC(=O)N(C)C[C@@H]1OCc2cnnn2CCCC(=O)N([C@H](C)CO)C[C@@H]1C | 8 | 3 | 0.1 | . | -0.4 | -4 | 5 | 2 | i | -0.6
COc1ccc(N2CCN(C(=O)CC3NC4CCCCC4NC3=O)CC2)cc1 (configuration not stated) | -1 | -4 | -1.1 | -12 | -0.9 | 3 | -6 | 1 | i | 0.4
CCC(c1nnnn1CCOC)N1CCN(C(=O)c2ccco2)CC1 (configuration not stated) | 0 | 1 | 0.6 | 1 | -1.8 | -3 | -5 | -2 | i | 0.4
Cc1ccc2nc(C)cc(Cl)c2c1 | 4 | 0 | -1.0 | -1 | -0.7 | 1 | 2 | 1 | i | -0.2
COc1ccc(-c2nnc(SCCC(=O)O)n2-c2ccccc2)cc1 | 0 | -2 | -0.4 | -6 | 0.0 | -5 | 1 | -2 | i | 0.8
COc1ccc(-c2noc(-c3ccccc3-c3ccccc3)n2)cc1OC | 0 | -9 | -0.8 | -18 | 3.6 | 3 | 3 | 2 | i | -0.5
Cc1ccc(-n2ncc3c(N4CCCC4)ncnc32)c(C)c1 | -1 | 2 | 0.6 | 0 | -2.4 | -3 | -1 | -2 | i | -1.9
Cc1cc(C(=O)N/N=C/c2cc(Cl)cc([N+](=O)[O-])c2O)c2ccccc2n1 | 5 | -3 | 2.4 | -5 | 3.7 | -1 | 10 | 2 | i | -0.1
CCSc1nnc(NC(=O)C(CC)Oc2ccccc2)s1 (configuration not stated) | 3 | 2 | 0.8 | -6 | 0.4 | 6 | 2 | 0 | i | 0.2
COc1ccc(-n2c(SC3CCOC3=O)nc3ccccc32)cc1 (configuration not stated) | 1 | 2 | -0.9 | 6 | 0.9 | 6 | 1 | 1 | i | 0.0
CC(C)[C@H](NC(=O)c1ccccc1Cl)C(=O)OCc1cc(=O)n2cc(Br)ccc2n1 | -6 | 1 | -0.7 | -12 | -1.1 | -11 | -8 | -4 | i | -0.2
Cc1cc2nc(-c3ccc(Cl)cc3)c(Cc3cccc(Cl)c3)n2c(C)c1Br | 12 | . | -0.4 | . | 1.8 | 3 | 26 | . | . | 0.1
COC(=O)c1ccccc1NC(=O)CN(Cc1ccc(Cl)cc1)S(C)(=O)=O | 0 | 0 | -0.7 | -4 | 1.4 | -2 | -4 | -6 | i | -0.6
COc1ccccc1-n1cc(CN2CCN(C3CCCCC3)C(CCO)C2)cn1 (configuration not stated) | 0 | -3 | -0.5 | -5 | -0.8 | -6 | -7 | 0 | i | 0.0
O=C(c1[nH]c(C(F)(F)F)nc1-c1ccccc1)N1CCC(C(O)(c2ccccc2)c2ccccc2)CC1 | 2 | 6 | -0.3 | . | 1.2 | -6 | 10 | -2 | i | 0.4
Cc1cc(OCC(=O)NNC(=O)c2cccnc2)cc(C)c1Cl | -7 | 3 | 0.1 | -2 | 0.4 | 5 | -2 | -1 | i | -0.6
CCCNC(=O)c1ccc(Cn2cc(-c3ccc(OC)cc3)nc2C(C)N)cc1 (configuration not stated) | 5 | 5 | 0.6 | -2 | 0.6 | 7 | 5 | -2 | i | -0.3
Cc1ccc(S(=O)(=O)CCC(=O)OCC(=O)Nc2cc(F)ccc2C)cc1 | -12 | -1 | 0.7 | -2 | 2.3 | -1 | -5 | 0 | i | 0.3
COc1ccc(CCNC(=O)CN(C)S(=O)(=O)c2cccc3nsnc23)cc1OC | -27 | 0 | 1.4 | -2 | -1.4 | 1 | -1 | 1 | i | -0.6
Cc1ccc(NC(=S)C2=C(O)c3sccc3N(C)S2(=O)=O)cc1 | 0 | -4 | 3.9 | -15 | 0.1 | 3 | -3 | 9 | i | 0.1
NC(=O)CN1C(=O)NC(c2ccccc2)(c2ccccc2)C1=O | -3 | 6 | -1.9 | 12 | 0.6 | 2 | 7 | 9 | i | -0.5
Cc1ccc(Cn2c(/C=C/c3ccco3)nc3ccccc32)cc1 | -3 | 76* | 2.7 | 6 | 7.9 | 33 | 32* | 0 | + | -0.3
O=C(Nc1cccc(-n2cnnn2)c1)c1cc(Cl)nc(Cl)c1 | -1 | 2 | 0.0 | -5 | 0.6 | 0 | -7 | -2 | i | 0.0
Cc1ccc(-n2[nH]c(C)c(/C=N/N3C(=O)c4cccc5cccc(c45)C3=O)c2=O)cc1 | -3 | 4 | 3.7 | -8 | 6.5 | -12 | 11 | 0 | i | -4.3
C=CCN(CC=C)C(=O)Cn1cnc([N+](=O)[O-])n1 | -13 | -4 | -0.2 | -5 | -1.9 | 1 | 0 | 0 | i | 0.5
CCOC(=O)c1cc(-c2ccccc2)nn1Cc1cc(CC)no1 | -1 | 8 | -0.5 | -8 | 2.0 | -2 | -14 | 0 | i | -0.6
COC(=O)C1=C(C)N=C2SCCC(=O)N2C1/C=C/c1ccccc1 (configuration not stated) | -3 | -5 | 1.3 | -2 | 0.5 | 3 | 3 | -3 | i | -0.7
CC12CCC(C(NC(=S)NN)C1=O)C2(C)C (configuration not stated) | -3 | -2 | 0.7 | 5 | -3.1 | 2 | 4 | -3 | i | -0.2
COc1ccc(-c2noc(CCC(=O)N3CCN(c4ccccc4Br)CC3)n2)cc1 | -3 | -5 | 1.1 | 54* | 4.4 | 3 | -3 | 3 | i | 0.4
OC(CN1CCOCC1)Cn1c2ccccc2c2ccccc21 (configuration not stated) | 4 | -2 | 1.0 | -4 | -0.1 | 0 | -2 | 0 | i | -0.7
O=C(CCNC(=O)c1ccc(Br)cc1)Nc1ccc(S(=O)(=O)Nc2ncccn2)cc1 | 5 | -4 | -0.1 | -6 | -0.6 | 4 | -3 | -1 | i | -0.1
CN1CCc2c(sc3c2C(=O)NC(c2cccc(OC(=O)c4cccs4)c2)N3)C1 (configuration not stated) | -6 | -12 | 0.8 | -7 | 0.8 | 36* | -2 | -11 | . | -0.7

Structures from the list above that have a furan ring, fused or not, in the order listed:
SMILES | SUMO1 PPI mod | DNMT1 block | MsrA inhibitor | Scp1 inh | LMPTP inh | CSN inh | NadD block | STEP block | Rpn11 block | TbMetRS inhib
CCC(c1nnnn1CCOC)N1CCN(C(=O)c2ccco2)CC1 (configuration not stated) | 0 | 1 | 0.6 | 1 | -1.8 | -3 | -5 | -2 | i | 0.4
Cc1ccc(Cn2c(/C=C/c3ccco3)nc3ccccc32)cc1 | -3 | 76* | 2.7 | 6 | 7.9 | 33 | 32* | 0 | + | -0.3

The list goes on:
SMILES | SUMO1 PPI mod | DNMT1 block | MsrA inhibitor | Scp1 inh | LMPTP inh | CSN inh | NadD block | STEP block | Rpn11 block | TbMetRS inhib
O=C(Cn1cnc2c(nnn2Cc2ccc(F)cc2)c1=O)Nc1ccc2c(c1)OCCO2 | 7 | 18 | -1.1 | -2 | 1.7 | 4 | 5 | 2 | i | 0.3
Cc1ccc(NC(=O)c2ccc(S(=O)(=O)NCc3cccnc3)cc2)cc1C | 6 | -1 | -0.8 | -5 | 0.8 | 5 | 0 | -1 | i | -0.7
CC1(C)Cc2cccc(OCC(=O)Nc3ccccc3F)c2O1 | 6 | 1 | -0.7 | -8 | 0.0 | 0 | -9 | -2 | i | -0.3
Cc1cccc(Nc2nc(CC(=O)O)cs2)c1 | 2 | -13 | 1.6 | -3 | 1.6 | 6 | -2 | -1 | i | 0.0
COC(=O)CSC1=C(C#N)C(=O)NC(c2ccccc2)S1 (configuration not stated) | 2 | 5 | 6.1* | 5 | 31 | -3 | -1 | 0 | i | -0.3
COc1cc(C2c3c([nH]c(=O)[nH]c3=O)Nc3ccc4ccccc4c32)cc(OC)c1OC (configuration not stated) | 1 | 0 | 0.0 | -1 | 2.2 | 66* | 7 | 3 | i | 0.1
O=C(NC(=S)Nc1cccc(-c2ccc(CO)o2)c1)c1cccs1 | 1 | -32 | 0.2 | -3 | 2.4 | 15 | 3 | 0 | i | -0.6
CCS(=O)(=O)c1ccc(O)c(N2C(=O)C3C4C=CC(C4)C3C2=O)c1 (configuration not stated) | -3 | 11 | 0.7 | 0 | -1.6 | 3 | 3 | 1 | i | -1.7
O=C(c1c(Cl)nc2sccn12)N1CCCc2ccccc21 | 3 | 0 | 0.8 | 6 | 0.8 | 5 | 6 | 0 | i | 0.3
O=C1CCC(=O)N1c1cccc(-c2nc3ccccc3o2)c1 | 1 | 3 | -1.6 | 4 | -0.3 | -5 | -6 | 0 | i | 0.2
O=C(CC1OC(=O)c2ccccc21)Nc1cccc(S(=O)(=O)N2CCCCCC2)c1 (configuration not stated) | 1 | -1 | 0.8 | -7 | 1.1 | -1 | -4 | 1 | i | 2.4
